Source: PubChem (National Center for Advancing Translational Sciences (NCATS))
D1 potentiator = Potentiators of Human D1 Dopamine Receptor: qHTS | actives 0.036% (n = 360,000) | D(1A) dopamine receptor (Homo sapiens), P21728 | HEK293 TREx D1 cells, calcium flux, dopamine EC20 potentiation | potentiation, % at 10 µM; in the data active = potentiation above about 30%; note: 0% is about no effect
RXFP1 ag = qHTS Assay for Agonists of the Relaxin Receptor RXFP1. Relaxin receptor 1 (Homo sapiens), Q9HBX9. Potency, µM (titrated, usually from 57.5 µM), without a hit: top-dose activation, usual class: activators. actives 0.3% (n = 370,000). HEK293T-RXFP1 cAMP TR-FRET, 30 min; response scale: percent of porcine relaxin response, buffer zero; note: potency is the fitted concentration of half-maximal effect; % is set by controls: 0 for no effect and ±100 for the full control effect; nearly all actives have a fitted effect of over 60% in size; many of its hits are not listed in these tables
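Agonist response is measured as cAMP accumulation in an RXFP1-transfected HEK293T line under PDE4 inhibition. Values are scaled between buffer-only and 29 nM porcine relaxin, and EC50s come from standard Hill equation fits.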
RXFP1 antag = qHTS Assay for Antagonists of the Relaxin Receptor RXFP1 | Relaxin receptor 1 (Homo sapiens), Q9HBX9 | actives 0.59% (n = 350,000) | AID 1259400, 2018 | activity change, negative = inhibition, % at 57.5 µM | HEK293-RXFP1, relaxin-stimulated cAMP HTRF, 30 min; hits give low values;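 active = activity change of -60% or lower, but not beyond a set lower limit; inconclusive = change between -60% and -40%, or beyond the set limit; inactive = change above -40%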; note: % is set by controls: 0 for no effect and ±100 for the full control effect
TRHR PAM = qHTS for Small Molecule Agonists and Allosteric Enhancers of Human TRH Receptor: Primary Screen for Enhancers. Thyrotropin-releasing hormone receptor (Homo sapiens), P34981. TRHR cells, fluo-8 calcium fluorescence, EC20 TRH enhancement. enhancement, % at 2 µM. actives 0.66% (n = 360,000). AID 493056, 2011; in the data active = enhancement above about 30%; note: 0% is about no effect
Target sequence (P34981 whole entry, looked up): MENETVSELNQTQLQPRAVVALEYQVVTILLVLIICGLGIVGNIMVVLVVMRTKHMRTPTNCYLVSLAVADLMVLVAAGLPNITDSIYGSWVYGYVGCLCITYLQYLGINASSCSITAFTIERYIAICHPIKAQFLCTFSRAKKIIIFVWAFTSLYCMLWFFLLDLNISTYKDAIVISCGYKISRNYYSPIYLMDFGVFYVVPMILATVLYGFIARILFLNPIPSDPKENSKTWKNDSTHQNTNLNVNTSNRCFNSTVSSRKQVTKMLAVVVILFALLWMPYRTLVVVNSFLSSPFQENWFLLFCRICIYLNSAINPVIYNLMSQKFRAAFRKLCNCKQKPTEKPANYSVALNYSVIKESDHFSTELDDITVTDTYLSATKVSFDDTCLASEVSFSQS
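Enhancer read-out: after compound pinning and an initial kinetic agonist-mode read, an EC20 of TRH (10 nM final) was injected and fluo-8 calcium signal (Ex 480/Em 530) followed at 1 s/cycle for 100 cycles in TRHR-expressing cells.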
D1 ag = Allosteric Agonists of the Human D1 Dopamine Receptor: qHTS; D(1A) dopamine receptor (Homo sapiens), P21728; HEK293 T-REx D1 cells, calcium flux, agonist mode; activation, % at 2 µM; actives 1% (n = 360,000); in the data active = activation above about 30%; note: 0% is about no effect
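Tetracycline-induced HEK293 TREx D1 cells, force-coupled to calcium signalling, were dye-loaded with a no-wash calcium kit. Compound was pin-added after a 10 s baseline. Fluorescence was read kinetically at 1 cycle/s for 180 s, with calcium rises flagged as agonism.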
TRHR ag = qHTS for Small Molecule Agonists and Allosteric Enhancers of Human TRH Receptor: Primary Screen for Agonists. activation, % at 2 µM. AID 493084, 2011. Thyrotropin-releasing hormone receptor (Homo sapiens), P34981. TRHR cells, calcium flux fluo-8, FDSS agonist mode. actives 0.18% (n = 360,000); in the data active = activation above about 30%; note: 0% is about no effect
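TRHR-expressing cells, plated overnight in medium with 10% serum, were loaded with fluo-8 calcium dye at room temperature. After a 10 s baseline, library compound was pin-added and calcium release was recorded kinetically (ex 480/em 530) as agonist response.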
D1 antag = Antagonist of Human D 1 Dopamine Receptor: qHTS | D(1A) dopamine receptor (Homo sapiens), P21728 | HEK293 TREx D1 cells, calcium flux, dopamine EC80; hits give low values | activity change, negative = inhibition, % at 10 µM | actives 3.2% (n = 360,000) | AID 504652, 2011; in the data active = activity change below about -30%; note: % is set by controls: 0 for no effect and ±100 for the full control effect
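Tetracycline-induced HEK293 T-REx cells with force-coupled D1 receptor were loaded with a no-wash calcium dye. Compound was added after a 10 s baseline and read kinetically for 180 s; EC80 dopamine was then added and calcium flux followed another 180 s.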
Anesthetic bind = qHTS Assay for Identification of Novel General Anesthetics. Ferritin light chain (Equus caballus), P02791. apoferritin/1-aminoanthracene competitive binding, fluorescence. Potency, µM (top dose mostly 77.5 µM), for inactives: at the top dose activity change, negative = displacement, most hits filed as inhibitors. actives 0.074% (n = 350,000). AID 485281, 2010; note: potency is the fitted concentration of half-maximal effect; % is set by controls: 0 for no effect and ±100 for the full control effect; nearly all actives have a fitted effect of over 20% in size
Target sequence (P02791 2-175 limits assumed): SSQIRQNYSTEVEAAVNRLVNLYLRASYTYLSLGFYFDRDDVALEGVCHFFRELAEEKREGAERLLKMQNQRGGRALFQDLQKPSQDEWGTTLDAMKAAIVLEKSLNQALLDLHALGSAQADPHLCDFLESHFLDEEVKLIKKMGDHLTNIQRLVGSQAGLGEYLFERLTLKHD
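Horse-spleen apoferritin (10 uM) was mixed with 50% saturated 1-aminoanthracene in PBS, exposed to compounds for 10 min at room temperature, and read for fluorescence (ex 380 nm, em 535 nm). Competitive displacement was fitted with a four-parameter Hill equation.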
D2 potentiator = HTS Assay for Positive Allosteric Modulators of the Human D2 Dopamine Receptor: Primary Screen for Potentiators; potentiation, % at 10 µM; actives 0.34% (n = 340,000); HEK293 T-REx D2, calcium flux, EC20 dopamine potentiation; D(2) dopamine receptor (Homo sapiens), P14416;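 active = potentiation over 3 SD above the plate norm, cut at about 30% in these data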; note: 0% is about no effect
Target sequence (P14416 whole entry, looked up): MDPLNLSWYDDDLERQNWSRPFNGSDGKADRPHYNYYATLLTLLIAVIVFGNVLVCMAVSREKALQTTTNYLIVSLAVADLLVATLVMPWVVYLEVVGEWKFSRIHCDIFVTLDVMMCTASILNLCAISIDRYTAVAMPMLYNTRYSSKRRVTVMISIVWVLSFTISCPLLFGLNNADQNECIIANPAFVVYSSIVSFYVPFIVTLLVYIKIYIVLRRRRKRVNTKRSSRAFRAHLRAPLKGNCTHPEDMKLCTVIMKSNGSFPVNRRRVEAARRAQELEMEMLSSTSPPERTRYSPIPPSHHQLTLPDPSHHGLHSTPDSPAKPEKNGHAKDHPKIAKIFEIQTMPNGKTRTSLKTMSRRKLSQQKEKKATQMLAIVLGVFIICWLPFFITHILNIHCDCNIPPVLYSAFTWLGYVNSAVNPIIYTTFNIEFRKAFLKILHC
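Calcium flux readout, no-wash dye, 1 read/s. Inducible HEK293 Trex D2 line, overnight 30 C. Compound alone 180 s (agonist flags), then EC20 dopamine, another 180 s to score potentiation.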
An asterisk follows results filed as active; u = inconclusive; x = not tested or not shown; [ ] = remark or other dose. Unless noted, calls come from the whole dose curve; as a rule, active = well fitted curve in the direction sought with a large enough effect; inconclusive = small, poorly fitted or top-dose-only effect, or another doubt; inactive = no such curve, though single readings can be large; an effect the other way counts as inactive or inconclusive. This is a subset. The share of hits here may be higher or lower than overall.

#1 CCN1C(=O)OC2(CCCCC2)C1(C)O (stereo unspecified)
#2 COc1ccc(N(C2=NCCCS2)S(=O)(=O)c2ccc(C(C)(C)C)cc2)cc1
#3 COc1ccc(S(=O)(=O)/C(C#N)=C/Nc2ccc(NC(C)=O)cc2)cc1
#4 O=C(CSc1ccccc1C(=O)O)NC1CCCCCCC1
#5 CCOC(=O)c1ccccc1NC(=O)CSc1nc2ccccc2o1
#6 CC(C)Nc1nnc(SCC(=O)/C=C2\N(C)c3ccccc3C2(C)C)s1
Assay by compound,1,2,3,4,5,6
D1 potentiator,-1,-4,-3,-3,-1,-8
RXFP1 ag,-1.0%,1.9%,-0.9%,0.2%,2.7%,-0.1%
RXFP1 antag,x,-1,7,-2,-6,0
TRHR PAM,-1,0,1,-5,-9,0
D1 ag,4,0,7,1,9,9
TRHR ag,1.9,-0.2,-0.3,0.0,0.9,1.8
D1 antag,3,2,0,-9,-25,-14
Anesthetic bind,31%[activator],-3%,29%,-24%,-20%,-13%
D2 potentiator,41*,-16,12,-2,-7,13

#7 O=C(Nc1ccc(F)cc1)C1CCC(N2C(=O)c3ccccc3C2=O)CC1 (stereo unspecified)
#8 COc1cc2c(cc1NC(=O)c1cc(-c3cccnc3)nc3ccc(C)cc13)oc1ccccc12
#9 COc1ccc(NC(=O)c2c(-c3c(Cl)cccc3Cl)noc2C)cn1
#10 O=C(c1ccc(S(=O)(=O)N2CCCCC2)cc1)N1CCN(CCN2C(=O)c3cccc4cccc(c34)C2=O)CC1
#11 O=C(NCc1ccncc1)c1cccc(S(=O)(=O)N2CCc3ccccc32)c1
#12 O=C(CN1CCSc2ccccc21)N1CCN(c2ccc(F)cc2)CC1
Assay by compound,7,8,9,10,11,12
D1 potentiator,0,2,4,4,-1,0
RXFP1 ag,-2.2%,1.9%,0.2%,12%,-0.8%,-2.0%
RXFP1 antag,-33,0,-4,-7,-9,x
TRHR PAM,-1,-4,-1,-7,1,5
D1 ag,7,5,1,1,9,0
TRHR ag,0.6,0.5,0.1,-0.4,0.4,0.6
D1 antag,-30*,4,-4,-6,-16,-9
Anesthetic bind,1%,-11%,-6%,-17%,x,-3%
D2 potentiator,4,9,8,1,2,-8

#13 CCOC1(OCC)N=C(N)C2(C#N)C(c3cccc(OC)c3OC)C12C#N (stereo unspecified)
#14 Nc1c(C(=O)NCc2cccs2)nnn1CC(=O)Nc1cccc(F)c1
#15 CCCCCn1c(C(Cc2ccccc2)NC(C)=O)nc2ccccc21 (stereo unspecified)
#16 CCC(Sc1nnnn1C)C(=O)Nc1ccc(C(C)=O)cc1 (stereo unspecified)
#17 C=CCn1c(N2CCN(c3ccc(OC)cc3)CC2)nc2c1c(=O)[nH]c(=O)n2C
#18 CC1=CS(=O)(=O)CC1Sc1nc2ccccc2[nH]1 (stereo unspecified)
Assay by compound,13,14,15,16,17,18
D1 potentiator,-4,7,-4,0,2,-1
RXFP1 ag,-1.5%,-0.6%,0.4%,1.7%,1.4%,1.0%
RXFP1 antag,-9,x,-6,-1,8,12
TRHR PAM,-3,3,-12,4,-4,0
D1 ag,2,0,0,2,4,4
TRHR ag,0.3,0.3,-0.5,-0.3,-0.2,-0.1
D1 antag,3,-26,39,-6,7,-1
Anesthetic bind,-4%,u,-5%,-17%,-13%,-7%
D2 potentiator,-6,3,-4,0,3,5

#19 Clc1ccc(-c2nnc(-c3ccccc3)o2)c(Cl)c1
#20 CCOC(=O)C1C(=O)NC(N2CCN(c3ccccc3)CC2)=NC1c1ccco1 (stereo unspecified)
#21 NC(=O)c1ccc(-c2c(-c3ccccc3)sc3ccccc23)cc1
#22 CN(C)CCCNc1nc(N)c([N+](=O)[O-])c(NCc2ccccc2)n1
#23 COc1cccc(Nc2c3c(nc4c(-c5ccccc5)c(C)nn24)CCC3)c1
#24 CCC(=O)N1CCc2cc(Br)cc(S(=O)(=O)CCC(=O)NCC3CCCO3)c21 (stereo unspecified)
Assay by compound,19,20,21,22,23,24
D1 potentiator,-1,0,-1,-8,-8,1
RXFP1 ag,-0.1%,-0.6%,8.4%,1.3%,0.9%,2.3%
RXFP1 antag,0,9,x,8,-6,-5
TRHR PAM,-3,0,6,2,15,-5
D1 ag,3,2,0,0,5,-2
TRHR ag,-0.4,-1.0,0.7,0.8,0.9,-0.6
D1 antag,2,-3,x,28,-14,-10
Anesthetic bind,-8%,6%,x,-3%,279%[activator],-6%
D2 potentiator,-2,3,10,-19,0,-16

#25 COc1ccc(C(CNC(=O)c2cncc(Br)c2)N(C)C)cc1 (stereo unspecified)
#26 O=C(Nc1nc(-c2ccc(F)c(F)c2)cs1)c1cnccn1
#27 CC(NS(=O)(=O)c1cccc(S(=O)(=O)c2ccccc2)c1)C(=O)O (stereo unspecified)
#28 Cn1c(SCC(=O)NCc2ccco2)nnc1C1CCCC1
#29 Cc1ccc2c(NC(=O)C3CC3)c(C)ccc2n1
#30 Cc1nc2cc(NCc3ccccc3O)ccc2n1Cc1ccccc1
Assay by compound,25,26,27,28,29,30
D1 potentiator,-10,-6,-4,-3,2,-7
RXFP1 ag,0.7%,2.3%,-1.2%,-0.6%,1.5%,-0.4%
RXFP1 antag,1,12,1,13,x,-13
TRHR PAM,-3,3,19,-2,-3,-10
D1 ag,1,2,4,0,2,18
TRHR ag,0.5,21,-0.4,-0.3,-0.3,-1.1
D1 antag,-3,-10,-25,5,1,-3
Anesthetic bind,-1%,-13%,-2%,-9%,-7%,-6%
D2 potentiator,-12,-2,6,1,9,9

Results in sequence from above:
TRHR ag, entries 25 to 30, in order: 0.5, 21, -0.4, -0.3, -0.3, -1.1
D1 antag, entries 25 to 30, in order: -3, -10, -25, 5, 1, -3
D1 potentiator, entries 25 to 30, in order: -10, -6, -4, -3, 2, -7

Remaining list, next part:
#31 COCCOC(=O)C1=C(C)NC(=O)NC1/C=C/c1ccccc1 (stereo unspecified)
#32 O=C(Nc1ccc(Cl)cc1C(F)(F)F)c1ccc(Cl)cc1
#33 CCCc1nn2c(=O)cc(COc3ccc(NC(=O)c4ccco4)cc3)nc2s1
#34 COCC(=O)Nc1nnc(SCC(=O)N2CCCCC2)s1
#35 COc1ccc(Cl)cc1NC(=O)CSc1nnc2[nH]c(=O)cc(-c3ccccc3)n12
#36 O=C(Nc1ccccc1)N1CCC(n2c(=O)[nH]c3ccccc32)CC1
Assay by compound,31,32,33,34,35,36
D1 potentiator,11,-6,-6,x,1,-3
RXFP1 ag,-0.8%,-4.2%,6.3%,-0.1%,8.7%,1.6%
RXFP1 antag,-4,2,21,-6,4,-11
TRHR PAM,-2,3,1,-2,-1,-5
D1 ag,2,-1,2,6,-2,1
TRHR ag,0.7,2.1,0.2,0.1,-0.2,0.2
D1 antag,5,36,7,-2,x,-9
Anesthetic bind,-12%,-10%,-1%,-8%,47%[activator],-4%
D2 potentiator,-9,14,0,5,21,-2

#37 Cc1n[nH]c(C)c1-c1nc2ccccc2[nH]1
#38 Clc1ccc(-n2ncc3c(N4CCCCCC4)ncnc32)cc1
#39 CCOc1ccc(CC(=O)Nc2c(C(=O)c3ccccc3)oc3ccc(Cl)cc23)cc1OCC
#40 Nc1ccc2sc(N)nc2c1
#41 Cc1ccc(C(=O)c2sc(Nc3ccccc3F)c(S(=O)(=O)c3ccccc3)c2N)c(C)c1
#42 COc1cccc(/C=N/Nc2ncnc(Cl)c2N)c1O
Assay by compound,37,38,39,40,41,42
D1 potentiator,3,-6,0,7,-3,1
RXFP1 ag,1.5%,0.2%,-1.9%,0.9%,0.2%,2.6%
RXFP1 antag,-17,x,x,x,x,-39
TRHR PAM,3,-3,-9,0,-3,1
D1 ag,2,-2,0,-1,18,0
TRHR ag,0.2,0.2,2.9,0.1,0.9,0.1
D1 antag,-6,2,-1,-11,-6,15
Anesthetic bind,-6%,1%,0%,x,134%[activator],-3%
D2 potentiator,-8,0,1,-6,4,-4

#43 CC(C)[C@H](NC(=O)[C@@H]1CSC2c3ccccc3C(=O)N21)C(=O)NC1CCCCC1 (stereo partly specified)
#44 CCOC(=O)c1[nH]nc(-c2c(O)cc(C)cc2O)c1-c1csc(C)n1
#45 COCCNC(=S)Nc1ccc2nsnc2c1
#46 COc1cccc(-c2nnc(SCC(=O)Nc3cc(C)on3)o2)c1
Assay by compound,43,44,45,46
D1 potentiator,-2,-4,3,-3
RXFP1 ag,0.3%,-0.1%,1.2%,5.0%
RXFP1 antag,7,-6,-29,-4
TRHR PAM,-5,8,3,-4
D1 ag,0,2,2,1
TRHR ag,0.8,0.1,-0.4,-0.3
D1 antag,0,-10,-12,-4
Anesthetic bind,-10%,-20%,37%[activator],-22%
D2 potentiator,-2,-2,16,-5

A few values from above:
Entry for cpd 28 in TRHR ag: -0.3
Entry for cpd 8 in Anesthetic bind: -11%

Shown with values under each structure: entries from further up.
Values in the order: D1 potentiator | RXFP1 ag | RXFP1 antag | TRHR PAM | D1 ag | TRHR ag | D1 antag | Anesthetic bind | D2 potentiator
#42 COc1cccc(/C=N/Nc2ncnc(Cl)c2N)c1O
    1 | 2.6% | -39 | 1 | 0 | 0.1 | 15 | -3% | -4
#7 O=C(Nc1ccc(F)cc1)C1CCC(N2C(=O)c3ccccc3C2=O)CC1 (stereo unspecified)
    0 | -2.2% | -33 | -1 | 7 | 0.6 | -30* | 1% | 4
